Bioassay records (PubChem)
HepG2 tox: kills HepG2 cells in TGF-b inhibitor counter-screen; HepG2 CAGA-GFP viability, ATP luminescence, 18 h; 0.76% of 410,000 active; Potency, µM (top dose mostly 46.1 µM), without a hit: top-dose activity change, negative = cytotoxicity, hits mostly cytotoxic; AID 588856; also: potency is read from the fitted curve at half-maximal effect; some results filed as inactive show a strong effect at the top dose
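HepG2 CAGA-GFP cells (1000/well, DMEM with 1% FBS) received compound, then TGF-beta at 500 pg/mL final, and were incubated 18 hours at 37 degrees C. Viability was read by CellTiter-Glo luminescence. Media-only wells were set as complete cell-killing and DMSO as no toxicity.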
Nrf2 inh: blocks Nrf2 signaling; Potency, µM (titrated, usually from 46 µM), for the others: at the top dose activity change, negative = inhibition, most hits filed as inhibitors; 2.1% of 360,000 active; AID 504444; A549 ARE-Fluc reporter, luciferase luminescence, 18-24 h; also: potency is read from the fitted curve at half-maximal effect; % is scaled to controls: 0 for no effect and ±100 for the full control effect; nearly all actives have a fitted effect of over 60% in size
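A549 ARE_Fluc cells, 5000/well, 5% FBS OPTI-MEM; compounds in dose-response, 18-24 h at 37 °C/5% CO2; CellTiter-Fluor viability read (Ex 405/Em 525), then BugLite luciferase luminescence = Nrf2 activity.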
IL1B secr inh: inflammasome signaling inhibition, IL-1 beta readout; THP-1 LPS/ATP IL-1B secretion, AlphaLISA, 16 h; hits give low values; activity change, % at 57.5 µM; 4.7% of 360,000 active; AID 743279; in the data active = activity change below about -50%; inconclusive = mostly about -30% to -49%; also: % is scaled to controls: 0 for no effect and ±100 for the full control effect
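Secreted IL-1B measured by AlphaLISA bead assay after 16 h compound exposure of THP-1 cells; compounds (final up to 57.5 uM) added 1 h before LPS (250 ng/mL) and ATP (1.25 mM) stimulation; lower signal means less secretion.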
TGFb SMAD3 inh: blocks TGF-b signaling | AID 588855 | Potency, µM (series often up to 46.1 µM), for inactives: at the top dose activity, negative = inhibition, usual class: inhibitors | 1.2% of 410,000 active | HepG2 CAGA-GFP TGF-b/SMAD3 reporter, GFP fluorescence, 18 h; TGF-beta stimulated, 500 pg/mL final; also: potency is read from the fitted curve at half-maximal effect; % is scaled to controls: 0 for no effect and ±100 for the full control effect; nearly all actives have a fitted effect of over 65% in size
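Using HEPG2 CAGA-GFP reporter cells at 1000 cells/well, we pinned test compounds, stimulated with recombinant TGF-beta (500 pg/mL final) and measured total well GFP after 18 h.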
Nrf2 activator: activators of Nrf2 (ARE) signaling; AREc32 ARE-luciferase reporter (MCF7-derived line), luminescence, 24 h; Potency, µM (titrated, usually from 46.1 µM), inactives show at the top dose activation, most hits filed as activators; 0.31% of 410,000 active; AID 624171; also: potency is read from the fitted curve at half-maximal effect; % of control where 0% means no effect; nearly all actives have a fitted effect of over 65% in size
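For detection, Steady-Glo was added and plates sat 30 min at RT; before that, AREc32_Fluc cells grown overnight in OPTI-MEM/5% FBS had been treated with 23 nL compound for 24 hr at 37 deg C.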
ATXN viability: reduces viability in counter-screen for ATXN expression inhibitors; S2 cells (HEK-293 line with an ATXN2-luciferase reporter) viability, CellTiter-Fluor protease fluorescence, 24 h; Potency, µM (doses to about 56.7 µM), actives largely listed as cytotoxic; 0.49% of 400,000 active; AID 651635; also: potency is read from the fitted curve at half-maximal effect; nearly all actives have a fitted effect of over 40% in size
ATXN2 expr inh: ATXN2 expression inhibition; HEK-293 ATXN2-luciferase reporter, luminescence, 24 h; Potency, µM (series often up to 57 µM), for the others: at the highest dose activity change, negative = inhibition, actives largely listed as inhibitors; 0.72% of 360,000 active; also: potency is read from the fitted curve at half-maximal effect; % is scaled to controls: 0 for no effect and ±100 for the full control effect; nearly all actives have a fitted effect of over 55% in size
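qHTS (up to 57 uM final) was run with 24 h compound exposure of reporter cells at 37 °C. Each well was multiplexed: SteadyGlo luminescence measured ATXN2-luciferase expression after a fluorogenic Gly-Phe-AFC viability readout (25 uM final).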
A549 tox: kills or reduces viability of A549 cells in Nrf2 counter-screen; A549 ARE-Fluc cells, CellTiter-Fluor viability, 18-24 h; Potency, µM (highest dose often 46 µM), for the others: top-dose activity change, negative = cytotoxicity, usual class: inhibitors; 0.16% of 390,000 active; also: potency is read from the fitted curve at half-maximal effect; % is scaled to controls: 0 for no effect and ±100 for the full control effect
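Cytotoxicity counterscreen: CellTiter-Fluor fluorescence was measured in A549 ARE_Fluc cells after 18-24 h of compound exposure in a concentration series. The subsequent BugLite luminescent read reports ARE-luciferase activity.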
MCF10A rereplic: DNA re-replication induction in MCF 10a cells; Potency, µM (titrated, usually from 46.1 µM), inactives show at the top dose activity, positive = re-replication, usual class: activators; MCF 10A DNA re-replication, Hoechst nuclear intensity, 48 h; 2.9% of 350,000 active; also: potency is read from the fitted curve at half-maximal effect; % of control where 0% means no effect; nearly all actives have a fitted effect of over 50% in size
* = called active by the depositor; i = inactive; u = inconclusive; x = no result given; & = joins results of further samples; [ ] = dose if it differs, or a comment. Unless noted, calls follow the shape of the dose curve; as a rule, active = well fitted curve in the direction sought with a large enough effect; inconclusive = small, poorly fitted or top-dose-only effect, or another doubt; inactive = no such curve, though single readings can be large; an effect the other way counts as inactive or inconclusive.

Start of the data: the first two entries as a preview:
SMILES	HepG2 tox	Nrf2 inh	IL1B secr inh	TGFb SMAD3 inh	Nrf2 activator	ATXN viability	ATXN2 expr inh	A549 tox	MCF10A rereplic
Cc1ccc(N2CC(C(=O)Nc3cccc(C(=O)NC4CC4)c3)CC2=O)cc1 (stereo unspecified)	-1%	-24%	19	3%	-1.0%	i	-13%	-6%	-11%
CC1(C)CC(=O)C2=C(C1)NC(Nc1nc3ccccc3o1)=NC2c1ccccc1 (stereo unspecified)	6%	4%	x	8%	x	x	x	-3%	x

This part in full, previewed entries included:
SMILES	HepG2 tox	Nrf2 inh	IL1B secr inh	TGFb SMAD3 inh	Nrf2 activator	ATXN viability	ATXN2 expr inh	A549 tox	MCF10A rereplic
Cc1ccc(N2CC(C(=O)Nc3cccc(C(=O)NC4CC4)c3)CC2=O)cc1 (stereo unspecified)	-1%	-24%	19	3%	-1.0%	i	-13%	-6%	-11%
CC1(C)CC(=O)C2=C(C1)NC(Nc1nc3ccccc3o1)=NC2c1ccccc1 (stereo unspecified)	6%	4%	x	8%	x	x	x	-3%	x
O=C(CN(C(=O)CCC(=O)Nc1nccs1)c1ccc2c(c1)OCO2)NCc1ccccc1	-6%	-25%	-7	19%	0.3%	i	-19%	-13%	-6%
COc1ccc(C(c2nnnn2CCc2ccccc2)N2CCN(C3CCCC3)CC2)cc1OC (stereo unspecified)	4%	28%	-7	-3%	0.1%	i	-3%	15%	0%
O=C1C(C=NCC2CCCO2)=C(O)c2ccccc21 (stereo unspecified)	-10%	u	-8	-7%	11%	i	16%	x	-2%
COc1ccc(CCNS(=O)(=O)c2cn(C)c(=O)n(C)c2=O)cc1	-15%	-6%	15	0%	0.0%	i	2%	-7%	2%
O=c1nc(Oc2ccccc2)nc2ncccn12	-41%	x	-8	-6%	16%	i	x	x	x
Cc1cc(C)c2c(NC(=S)NC(=O)c3ccccc3)n[nH]c2n1	0%	-3%	11	-3%	3.0%	u	-8%	-1%	u
COc1ccc(S(=O)(=O)N(c2onc(C)c2Cl)S(=O)(=O)c2ccc(OC)c(OC)c2)cc1OC	3%	-3%	6	18%	0.3%	i	6%	-14%	17%
CC(=O)C1=C(C)NC(=S)NC1c1cc([N+](=O)[O-])ccc1O (stereo unspecified)	4%	-5%	3	-2%	-0.7%	i	x	-12%	-3%
COc1ccccc1CNC(=O)C(=O)NCC1OCCCN1S(=O)(=O)c1ccc(F)cc1C (stereo unspecified)	-3%	-13%	10	4%	0.3%	i	-3%	1%	21%
O=C(Cc1c[nH]c2ccccc12)N1CCN(c2ccccc2)CC1	-31%	-11%	17	-25%	-0.7%	i	-7%	9%	-9%
O=C(Cc1ccsc1)NCC(c1ccco1)N1CCCCC1 (stereo unspecified)	-20%	16%	3	-2%	0.5%	i	-7%	1%	-1%
CCCN1Cc2cccc(C(=O)NC(CC(=O)OCC)c3ccc(OC(C)C)cc3)c2C1=O (stereo unspecified)	-27%	-21%	30	-1%	2.2%	u	-17%	-9%	6%
O=C(CNC(=O)c1ccc2c(c1)OCCO2)N/N=C/c1ccc(Cl)cc1	-2%	-28%	0	-27%	0.2%	u	-3%	-9%	-2%
COc1ccc(NC(=O)c2cc3c(=O)n(Cc4ccco4)ccc3nc2C)cc1	-5%	-18%	x	-37%	16%	x	x	7%	x
COc1ccc(-n2cnnc2)cc1	10%	u	15	-2%	0.0%	i	6%	-5%	-10%
CC(NC(=O)Cn1nc(-c2ccccc2)c2ccccc2c1=O)c1ccccc1 (stereo unspecified)	-5%	-2%	-9	2%	-0.2%	i	1%	7%	2%
Cc1cc2ccccc2nc1SCC(=O)NC1CCCCC1	-17%	-17%	-15	-12%	-0.5%[9.22 µM]	i	4%	-1%	9%
COCCNC(=O)c1cc2c(c(-c3cccc(C#Cc4ccc(OC)c(OC)c4)c3)n1)[C@@H](CCO)N(S(=O)C(C)(C)C)C2 (stereo partly specified)	-6%	x	-18	-1%	10%	u	0%	x	x
O=C(CN(c1ccc(F)cc1)S(=O)(=O)c1ccc2c(c1)OCCO2)NCc1ccccn1	2%	2%	u	15%	0.1%	i	12%	-1%	-125%[0.0737 µM]
O=C1COc2ccc(S(=O)(=O)CCC(=O)N3CCN(c4cccc(Cl)c4)CC3)cc2N1	-4%	u	41	-1%	2.5%	i	x	25%	16%
COc1ccc(NC(=O)c2cc(-c3cc(F)ccc3OC)n[nH]2)cc1OC	-27%	x	-5	18%	5.8%	u	u	x	x
COc1cccc(-c2c(C(=O)O)cc(O)c3ccc(OC)cc23)c1	1%	2%	12	-5%	-0.7%	i	-6%	-2%	-4%
Cc1ccc(NC(=O)COc2ccccc2C(=O)Nc2ccccc2)cc1Cl	-4%	-1%	-3	-8%	0.3%	i	-19%	13%	-2%
CC1CCCCN1S(=O)(=O)c1ccc(S(=O)(=O)NCCc2ccncc2)cc1 (stereo unspecified)	-6%	-22%	u	0%	-0.6%	u	-24%	4%	0%
CCS(=O)(=O)n1nc(-c2ccc(Cl)cc2)nc1SC	-19%	8%	-15	-14%	2.2%	i	43%[activator]	0%	4%
CCOc1ccc(NC(=O)c2cnn3c2NC(c2ccccc2)=CC3c2cccc(OC)c2OC)cc1 (stereo unspecified)	1%	7%	x	-4%	0.3%	i	7%	5%	x
CCCCOCCCNS(=O)(=O)c1ccccc1	-5%	-16%	0	u	0.2%	i	-18%	2%	u
CCc1ccccc1N(CC)C(=O)c1cn(C)c(=O)c2cc(OC)c(OC)cc12	-4%	1%	0	22%	-0.5%	i	5%	-1%	2%
CC(C)N1CCN(Cc2ccc(C#CCCO)cc2)CC1CCO (stereo unspecified)	-21%	5%	-8	5%	0.5%	x	x	-5%	3%
CC(C)C(=O)N1c2nc(C(C)C)nn2C2(CCCCC2)[C@@H]2CCCC[C@@H]21	-14%	19%	x	-8%	0.3%	x	x	0%	x
OCC1(CCCc2ccccc2)CCN(C2CCSCC2)CC1	-3%	u	-70*	1%	-0.8%	i	-20%[11.3 µM]	2%	u
COc1cccc(C(=O)Nc2nnc(S(=O)(=O)N3CCOCC3)s2)c1	2%&-15%	u	-10	9%&-51%	0.2%&-0.9%	i	9%	-1%&5%	-11%
CCCCN1CCc2nc(Nc3ccc(OC)cc3OC)ncc2C1	5%	x	x	-9%	-1.4%	i	1%	-1%	x
Cc1ccc(CNC(=O)CCc2c(C)c3ccc(O)c(C)c3oc2=O)cc1	-13%	-18%	x	0%	0.5%	i	-8%	1%	x
CCC(=O)Nc1ccc(C(=O)NCc2ccccn2)cc1	11%	13%	8	-2%	-0.8%	i	1%	3%	4%
COc1ccc(C(=O)CN2CCN(S(=O)(=O)c3ccc(F)cc3)CC2)cc1	-8%	u	x	0%	2.0%	x	x	5%	x
Cc1ccc(NC(=O)COC(=O)c2cccc(N3C(=O)c4ccccc4C3=O)c2)cc1	14%	u	25	3%	-0.4%	i	12%	-4%	u
CC1=N/C(=C\c2ccc([N+](=O)[O-])cc2)C(=O)N1c1ccc(Cl)cc1	-31%	3%	-7	-3%	0.2%	i	4%	1%	-7%
COC(=O)CSc1nnc(C)c(=O)[nH]1	2%	1%	2	-6%	-0.4%	i	2%	2%	-2%
C=C[C@]1(C)C=C2C(=O)[C@@]3(O)OC(=O)[C@@]4(CCCC(C)(C)[C@H]34)[C@@]2(O)CC1	5.6µM*	x	-113*	u	-4.0%	1.8µM*	1.6µM*	x	x
COc1ccc(CCNC(=O)CSc2nc3ccsc3c(=O)n2Cc2ccccn2)cc1OC	0%	x	u	7%	0.1%	i	x	x	x
Cc1ccc(C(=O)N2CC(=O)Nc3ccc(F)cc3C2c2ccc(F)cc2)cc1 (stereo unspecified)	-6%	-32%	-10	0%	2.4%	i	-12%	1%	-1%
CN1CCN(C(=O)C2=C[C@H](c3coc4ccccc4c3=O)C[C@H](OCc3ccc(CO)cc3)O2)CC1	2%	5%	-5	1%	0.3%	i	4%	2%	13%
COc1ccc(C(=O)Nn2c(C)nc3ccccc3c2=O)cc1[N+](=O)[O-]	-21%	1%	-8	-11%	-1.0%	i	x	1%	1%
O=C(C[C@@H]1C/C=C\C[C@@H](Cc2ccc(F)cc2)C(=O)OCCNC1=O)NCCO	-14%	-5%	10	-2%	-0.8%	i	4%	4%	-10%
Cc1oc2cc(O)ccc2c(=O)c1N1C(=O)c2ccccc2C1=O	2%	-5%	0	8%	0.1%	i	-10%	-2%	2%
O=C(Nc1nccs1)C1CCN(S(=O)(=O)c2ccc3c(c2)OCCCO3)CC1	0%	-26%	2	u	1.5%	i	-5%	1%	-8%
Cc1ccc(C(=O)NC2CCN(C(=O)Nc3ccc(F)cc3)CC2)cc1	6%	-13%	-14	12%	-0.5%	u	-14%	-5%	10%
O=C(CSc1n[nH]c(-c2cccs2)n1)NCCc1ccccc1	2%	20%	25	0%	12%	i	4%	0%	0%
Cn1c(NCc2cccnc2)nc2c1c(=O)n(Cc1ccccc1F)c(=O)n2C	-22%	u	9	2%	-0.4%	u	-15%	-12%	-4%
CC1NS(=O)(=O)c2cc([N+](=O)[O-])ccc21 (stereo unspecified)	x	x	16	x	-0.6%	i	15%	x	x
COc1ccc([N+](=O)[O-])cc1N(CC(O)CN1C(=O)NC(C)(C)C1=O)S(=O)(=O)c1ccc(C)cc1 (stereo unspecified)	7%	x	-11	8%	-1.8%	u	x	x	x
Cc1ccc(NC(=O)CSCC(=O)NCCc2ccccc2)c(C)c1	4%	6%	-8	6%	-0.2%	i	x	-3%	4%
Cc1cc(C(=O)COc2ccc(-c3nnco3)cc2)c(C)n1Cc1ccccc1	-26%	u	u	-5%	-0.6%	i	-10%	-22%	15%
Cc1cc(C)cc(-n2ncc3c2CCCC3NC(=O)c2cc(C)oc2C)c1 (stereo unspecified)	-7%	u	-29	-23%	1.9%	u	-7%	-11%	22%
